Screening data (PubChem BioAssay)
Dengue-2 NS5 capping: flavivirus cap methylation enzyme inhibition – biochemical, confirmation dose response, primary screen (AID 588689). Dengue-2 NS5 methyltransferase capping enzyme assay, biochemical; higher % means a stronger effect. 0.3% of 340,000 active. one-dose inhibition, % at 25 µM; IC50 in µM for titrated hits; in the data active = a potency from the dose series; inconclusive = inhibition above about 29% without an active follow-up result
GPR35 antagonists: GPR35 antagonists blocking zaprinast-driven arrestin recruitment, primary screen, imaging, U2OS, beta-arrestin-GFP, zaprinast agonist (AID 2058); inhibition, % at 10 µM; hits with a dose series show IC50 in µM; 0.052% of 290,000 active; U2OS GPR35 beta-arrestin-GFP translocation imaging, zaprinast antagonism; higher % means a stronger effect;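 active = inhibition of at least 50% with at least 30 cells and total cytoplasm GFP at most 10,000,000; inconclusive = under 30 cells or total GFP of 10,000,000 plus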
GPR55 antagonists: GPR55 antagonists blocking LPI-driven arrestin recruitment, primary screen, imaging, U2OS, beta-arrestin-GFP, LPI agonist (AID 2013) | U2OS GPR55 beta-arrestin-GFP translocation imaging, LPI antagonism; higher % means a stronger effect | 0.13% of 290,000 active | one-dose inhibition, % at 10 µM; IC50 in µM for titrated hits;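 active = spots per cell inhibited over 60%, with over 100 cells counted and total cytoplasm intensity under 500,000; inconclusive = wells with under 100 cells, flagged as likely toxic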;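 note: U2OS cells stably carrying GPR55 and arrestin-GFP stimulated by 5 µM LPI near EC80; imaged beta-arrestin-GFP aggregate spots per cell after agonist stimulation; plate controls were LPI-stimulated DMSO wells for no effect and DMSO wells without LPI for full effect; some results filed as inactive read as strong as hits; confirmed hits need IC50 under 10 µM and bright autofluorescent wells are also inconclusive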
GPR55 beta-arrestin: GPR55 agonists via beta-arrestin recruitment, primary screen, imaging, U2OS cells, beta-arrestin-GFP redistribution (AID 1961) | U2OS GPR55 beta-arrestin-GFP redistribution imaging; higher % means a stronger effect | activation, % at 10 µM, or EC50 in µM where a hit was titrated | 0.048% of 290,000 active;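 active = activation above 40% with more than 50 cells counted in the well; inconclusive = wells holding fewer than 50 cells, flagged as toxic or sparse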;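 note: U2OS osteosarcoma cells stably expressing GPR55 and beta-arrestin-GFP; plate controls were DMSO negative control for no effect and LPI positive control for full effect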
Siah-1 displacement: blockers of Siah-1 interaction with plectin peptide – biochemical, fluorescence polarization, rhodamine-plectin, uHTS, primary screen (AID 1817). Siah-1 / rhodamine-plectin peptide fluorescence polarization; higher % means a stronger effect. one-dose displacement, % at 20 µM; IC50 in µM for titrated hits. 0.02% of 290,000 active;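 active = displacement of at least 50% at 20 µM, with a fluorescence ratio check between 0.3 and a set limit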;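 note: plate controls were Siah plus tracer with DMSO for no effect and tracer alone without Siah for full effect; strong numbers were not always called active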
K1F lysis inhibition: inhibition of K1F phage lysis, E. coli UTI89, bacterial capsule biogenesis inhibitors, alamar blue (AID 488966). 0.02% of 340,000 active. E. coli UTI89 K1F phage lysis, alamar blue, 2 h; higher % means a stronger effect. one-dose inhibition, % at 100 µM; IC50 in µM for titrated hits;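 active = phage lysis inhibition, versus mean bacterial control, above a set limit; inconclusive = no clear call, values can overlap the other calls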;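 note: capsule biogenesis inhibitors block K1F phage lysis so surviving cells raise fluorescence; higher fluorescence means more inhibition of phage lysis; actives were called in the ten point dose series up to 300 µM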
HIV peptide binding: cell-free HIV fusion peptide-binding blockers – biochemical, uHTS, fluorescence dequenching, primary screen (AID 1986). 0.3% of 290,000 active. cell-free peptide binding, fluorescence dequenching, 30 min; higher % means a stronger effect. inhibition, % at 20 µM; hits with a dose series show IC50 in µM; in the data active = inhibition mostly above about 52%, no sharp cut-off; inactive = mostly below about 76%; note: some results filed as inactive read as strong as hits
NTR1 agonist: NTR1-driven beta-arrestin-GFP spot formation – imaging, U2OS cells, high content, primary screen (AID 493036) | P30989 | agonist mode | activation, % at 20 µM | 0.17% of 330,000 active;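 active = activation at or above 40% of the spot to cytoplasm intensity ratio, with at least 20 cells analyzed; inconclusive = wells under 20 cells, flagged as cytotoxic or low count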;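 note: 0% = DMSO without peptide and 100% = 100 nM NTR1 peptide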
Target sequence (P30989 whole entry, looked up): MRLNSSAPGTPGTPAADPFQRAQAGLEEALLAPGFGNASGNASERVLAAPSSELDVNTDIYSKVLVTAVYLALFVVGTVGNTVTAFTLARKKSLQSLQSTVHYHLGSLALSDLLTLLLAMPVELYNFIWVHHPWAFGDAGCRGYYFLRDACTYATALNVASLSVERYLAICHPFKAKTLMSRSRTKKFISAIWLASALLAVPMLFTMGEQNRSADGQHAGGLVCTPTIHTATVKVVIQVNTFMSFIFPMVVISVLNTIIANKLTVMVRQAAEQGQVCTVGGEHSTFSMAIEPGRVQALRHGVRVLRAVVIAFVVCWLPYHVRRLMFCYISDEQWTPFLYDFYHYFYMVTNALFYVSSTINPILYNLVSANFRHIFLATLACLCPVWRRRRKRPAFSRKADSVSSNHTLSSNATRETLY
AID2073: inhibitors of Mint1-CaV2.2 protein interaction, biochemical, HTRF (AID 2073). 0.19% of 290,000 active. HTRF protein-protein interaction, Mint1-CaV2.2; higher % means a stronger effect. one-dose inhibition, % at 20 µM; IC50 in µM for titrated hits; in the data active = inhibition mostly above about 51%, no sharp cut-off; inconclusive = no clear call, values can overlap the other calls; inactive = mostly below about 53%; note: some results filed as inactive read as strong as hits
NTR1 agonist cell count 20 µM: second read-out of NTR1 agonist, no call of its own (marks repeat the call); cell count; measured here: cell count, cytotoxicity flag
Dengue-2 NS5 capping pilot replicate: further read-out of Dengue-2 NS5 capping, marked with its call; inhibition, %; measured here: pilot screen replicate inhibition
The depositor's hits bear a star; ? = inconclusive; nt = no result given; [ ] = another dose, or the depositor's remark.

SMILES	Dengue-2 NS5 capping	GPR35 antagonists	GPR55 antagonists	GPR55 beta-arrestin	Siah-1 displacement	K1F lysis inhibition	HIV peptide binding	NTR1 agonist	NTR1 agonist cell count 20 µM	AID2073	others
COc1cccc(CN2CCNC(=O)C2CC(=O)NCc2cn3cccc(C)c3n2)c1OC (configuration not stated)	-3%	20%	-1%	-0.2%	-3%	0.4%	0.0%	1.1	47	-16%
CCOC(=O)c1ccn(-c2nc(-c3ccco3)cc(C(F)(F)F)n2)n1	-1%	-9%	20%	-0.3%	-4%	-1.0%	0.2%	4.6	51	5%
Nc1nc2ncc(-c3ccsc3)c(N)n2n1	1%	-8%	-9%	0.1%	4%	-0.5%	0.7%	0.4	50	2%
CC(=O)Nc1c(C(=O)O)oc2ccc(Cl)cc12	-1%	10%	19%	0.3%	5%	0.1%	-2.0%	-0.5	86	2%
CN1CCC(N(CCc2ccccc2)C(=O)CCC(=O)O)CC1	-7%	0%	-12%	0.4%	-3%	-0.2%	-1.5%	0.4	57	8%	Dengue-2 NS5 capping pilot replicate=-0.9
CC1CN(C2CCN(C(=O)c3ccccc3Cl)CC2)CC(C)O1 (configuration not stated)	-2%	2%	3%	0.1%	2%	0.2%	-0.2%	-0.6	73	-4%
Cc1ccc(S(=O)(=O)NCCC(=O)Nc2cc(S(=O)(=O)N(C)C)ccc2C)cc1C	6%	2%	9%	0.3%	-2%	1.1%	-2.2%	0.2	47	11%
O=C(Oc1cc(Cl)cc(Cl)c1)c1cnc2n(c1=O)CCS2	-18%	-2%	8%	0.2%	10%	?	0.9%	0.4	59	-10%
O=C(CN1c2ccccc2Sc2ccccc21)N/N=C/c1ccccc1	8%	10%	-1%	0.2%	5%	0.9%	-2.1%	19	52	14%
CC(=O)Nc1nnc(SCC(=O)NC2CCCC2)s1	-12%	0%	-3%	-0.2%	0%	-0.1%	-0.2%	0.1	53	6%
CSCC[C@H](NC(=O)NCCc1ccc(F)cc1)C(=O)O	2%	4%	-5%	0.2%	0%	0.7%	26%	-1.0	34	-4%
Cc1ccc(-c2nc(CSCC(=O)N3CCOCC3)c(C)o2)cc1	-3%	1%	4%	-0.2%	0%	-0.1%	5.5%	3.0	103	8%
NS(=O)(=O)c1ccc(-c2ccc(/C=C3\C(=O)Nc4ccccc43)o2)cc1	nt	-4%	5%	-0.3%	2%	nt	-0.1%	-0.2	85	7%
Clc1cccc(Cl)c1NC1=NCCC1	-2%	-5%	-12%	0.3%	0%	0.4%	1.8%	-0.8	90	14%
COc1ccc(-c2c(-c3ccc(OCC(=O)NN)cc3O)n[nH]c2C)cc1	-5%	-2%	-12%	-0.1%	2%	0.1%	-3.5%	1.6	50	4%
O=C(O)c1cccc(N2C(=O)c3cccc(Oc4ccc(Cl)cc4)c3C2=O)c1	5%	-5%	12%	0.7%	3%	0.1%	5.6%	0.4	84	2%
CCOC(=O)COc1ccc(Oc2nc(C)cc(OC)n2)nn1	-6%	1%	15%	0.1%	4%	4.0%	0.6%	-1.1	76	4%
COc1cc(N=Nc2cccc(S(N)(=O)=O)c2)c2ccccc2c1N	-44%	18%	24%	-0.1%	-9%	-0.4%	8.2%	nt	nt	28%
O=[N+]([O-])c1ccc(-[n+]2nc(-c3ccccc3)nn2-c2ccccc2)cc1	-1%	21%	nt	0.0%	3%	-0.1%	-1.5%	0.4	65	2%
Cc1ccc(-c2nnc(-c3ccccc3)o2)cc1	5%	-8%	2%	0.5%	-4%	6.1%	-0.8%	-0.9	71	8%
Cc1cc(C)c(NC(=O)CCCN2CCOCC2)c(C)c1	-4%	-5%	7%	-0.1%	0%	-1.0%	0.2%	0.2	60	-6%
CC(NCCC(c1ccccc1)c1ccccc1)c1ccccc1 (configuration not stated)	-4%	10%	3.1µM*	0.2%	-2%	0.6%	-1.0%	9.8	38	-3%
CCN1CCN(CCOc2ccc(Cl)cc2)CC1	1%	0%	-10%	-0.1%	0%	-1.0%	0.2%	-0.7	53	-15%
CCN(CC(=O)Nc1ccccc1OC)C(=O)c1cccc(-n2cccc2)c1	-11%	-3%	-12%	-0.1%	1%	-0.1%	1.0%	2.1	58	21%
COc1ccccc1CC(NC(C)=O)C(=O)NC1CCN(S(=O)(=O)c2ccccc2)CC1 (configuration not stated)	5%	4%	10%	-0.1%	4%	0.1%	-0.2%	-1.0	61	9%
(list continues)
SMILES	Dengue-2 NS5 capping	GPR35 antagonists	GPR55 antagonists	GPR55 beta-arrestin	Siah-1 displacement	K1F lysis inhibition	HIV peptide binding	NTR1 agonist	NTR1 agonist cell count 20 µM	AID2073	others
Cc1ccc(NC(=O)CN(C)S(=O)(=O)c2cccs2)cc1F	-4%	0%	-2%	0.0%	1%	0.6%[50 µM]	-0.8%	0.9	56	-7%
CCOc1ccccc1Nc1nnc(C)c(=O)[nH]1	4%	-3%	30%	-0.1%	6%	0.0%	0.6%	-2.7	86	-3%
CCC1CCc2sc(C(=O)N3CCCN(C)CC3)cc2C1 (configuration not stated)	-1%	-7%	6%	0.2%	11%	1.5%[50 µM]	0.2%	1.2	58	-5%
CCOC(=O)C1CCN(C(=O)Cn2cc(C(=O)c3ccco3)c3ccccc32)CC1	-7%	-1%	10%	-0.1%	2%	0.1%	1.7%	-0.2	52	-2%
C=CCC1C=C(Cc2ccccc2)CC(CC=C)N1 (configuration not stated)	2%	-1%	6%	-0.4%	10%	0.2%	-0.9%	-1.3	30	-16%
COc1ccc(NC(=O)/C(C#N)=C\c2cc(OC)c(OCc3ccc(C(=O)O)cc3)cc2Br)cc1	38%	-10%	1%	4.2%	15%	0.0%	68%	32	71	26%
C=CCN1c2ccccc2[C@]23C[C@@H](C(=O)OC)N(C(=O)C4CCC4)C2=NC(C(=O)OC)=C(C(=O)OC)[C@H]13	-6%	-1%	-7%	-0.1%	-2%	1.8%	-1.0%	1.1	62	-3%
N#Cc1c(NC(=O)/C=C/C(=O)O)sc2c1CCN(Cc1ccccc1)C2	-35%	-11%	-5%	-0.2%	-5%	0.1%	30%	-2.2	73	12%
CCOc1ccccc1C1CC(=O)Nc2cc(OC)c(OC)c(OC)c21 (configuration not stated)	-3%	-11%	1%	-0.2%	-3%	0.3%	-0.9%	3.7	48	9%
CCCN(CCC)C(=O)Cn1c(=O)n(CCC(=O)NCCc2ccccc2)c(=O)c2ccccc21	-9%	-9%	0%	-0.1%	-2%	0.2%	0.7%	-1.2	94	?
COc1ccc(NC(=S)N(CCCN2CCN(C)CC2)Cc2cccs2)cc1	1%	3%	0%	-0.3%	3%	0.4%	-0.6%	-2.2	63	32%
Cc1ccc(S(=O)(=O)N(C)CC(=O)N2CCOCC2)cc1	0%	8%	-6%	0.3%	0%	0.7%	-0.2%	0.7	71	-1%
Cc1cccc2c(=O)n3c(nc12)CCCCC3	-8%	-3%	0%	0.0%	1%	2.5%	0.3%	1.7	77	1%
Cc1ccc(C(=O)N/C(=C\c2cn(S(=O)(=O)N(C)C)c3ccccc23)C(=O)NCCN2CCOCC2)cc1	-2%	1%	7%	0.2%	-1%	0.0%	-0.3%	-0.5	60	-5%
NC(=O)C1CCCN(C(=S)Nc2cccc3ccccc23)C1 (configuration not stated)	4%	-5%	8%	0.3%	11%	-0.3%	0.9%	1.2	72	-21%
Cc1ccc2cc(C)c(SCC#N)nc2c1	-7%	12%	7%	-0.2%	-1%	0.1%	1.2%	-0.6	94	-2%
O=C(CCCC1=NS(=O)(=O)c2ccccc2N1)Nc1ccccc1	2%	9%	8%	0.0%	-2%	0.2%	1.7%	-1.3	70	-1%
COc1ccc2cc3cc(C(=O)NCc4cccs4)oc3nc2c1	2%	0%	60%	-0.1%	16%	-0.2%	-4.5%	1.8	93	24%
Cc1ccc(NC2c3ncccc3C(=O)N2C2CCCCC2)cc1 (configuration not stated)	-11%	-11%	3%	-0.1%	4%	-1.3%	0.1%	-0.5	69	-3%
O=C(CNC(=O)c1ccc(F)cc1)N/N=C/c1ccc(O)c([N+](=O)[O-])c1	4%	5%	-1%	0.1%	-4%	-0.8%	4.0%	-0.4	52	6%
CCOC(=O)c1cnc2ccc(OC)cc2c1Nc1ccc2c(c1)OCCO2	-8%	14%	-12%	0.0%	-3%	2.4%	-4.1%	21	54	-27%
COc1ccc2ccn(S(=O)(=O)c3ccccc3)c2c1	nt	-6%	-12%	0.6%	0%	1.1%	0.9%	1.9	50	1%
CCOc1ccc(NC(=S)NCCN2CCN(Cc3ccccc3)CC2)cc1	2%	-6%	8%	-0.2%	-1%	0.1%	-0.1%	0.8	57	16%
CCc1c(C)sc(NC(=S)N2CCN(S(C)(=O)=O)CC2)c1C(=O)OC	0%	-7%	-2%	0.2%	-2%	0.3%	-0.6%	0.0	38	-30%
CC1(C)CC(=O)c2ccc(OCc3ccc([N+](=O)[O-])cc3)cc2O1	nt	10%	7%	0.3%	7%	nt	-1.1%	1.3	39	46%
Next results follow.
SMILES	Dengue-2 NS5 capping	GPR35 antagonists	GPR55 antagonists	GPR55 beta-arrestin	Siah-1 displacement	K1F lysis inhibition	HIV peptide binding	NTR1 agonist	NTR1 agonist cell count 20 µM	AID2073	others
COc1ccc(C(=O)n2nc(-c3ccco3)nc2N)cc1	-4%	12%	6%	-0.3%	36%	3.6%	21%	52*	82*	-5%
Cc1ccc(C(=O)N2CCN(c3ncccn3)CC2)cc1NC1=NC2CS(=O)(=O)CC2S1 (configuration not stated)	1%	-8%	13%	-0.1%	9%	0.2%	1.7%	1.6	49	-2%
Cc1c(C(=O)NCc2ccccn2)oc2ccc(S(=O)(=O)N3CCOCC3)cc12	9%	2%	4%	-0.1%	-5%	0.0%	1.4%	-1.9	87	-4%
COC(=O)c1sccc1NC(=O)Nc1ccc(OC)cc1OC	-1%	5%	16%	-0.1%	-5%	-0.2%	-0.8%	-0.8	56	8%
Cn1nccc1C(=O)OCC(=O)Nc1ccccc1	-3%	-5%	2%	0.3%	3%	-0.1%	-0.8%	-0.3	48	47%
COc1cccc(C2(O)CCN(C(=O)c3cccs3)CC2)c1	9%	0%	0%	-0.2%	4%	3.5%	-1.7%	-0.1	58	8%
O=[N+]([O-])c1ccccc1/C=C/CN1CCSCC1	-11%	4%	1%	-0.3%	1%	0.6%	0.4%	0.1	64	-1%
CC(=O)c1c(C)[nH]c(C(=O)OCCOc2ccccc2)c1C	3%	7%	10%	-0.2%	-5%	0.1%	-1.0%	-0.5	71	-3%
